Bioassay records: PubChem BioAssay, National Center for Advancing Translational Sciences (NCATS)
Luc counter: Counterscreen for Luciferase (Kinase-Glo TM) Inhibition; hit rate 0.28% among 200,000; Kinase-Glo luciferase, ATP luminescence, 8 min; Potency, µM (highest dose often 38.3 µM), for the others: at the top dose activity change, negative = inhibition, usual class: inhibitors; also: potency is read from the fitted curve at half-maximal effect; % is scaled to controls: 0 for no effect and ±100 for the full control effect; nearly all actives have a fitted effect of over 60% in size
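Compounds were added to a substrate mix at pH 7.2 (50 mM imidazole, 10 uM ATP, within the enzyme's linear range), followed by Kinase-Glo detection reagent; luminescence was measured after 8 minutes at ambient temperature.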
L3MBTL1 inh: qHTS Assay for the Inhibitors of L3MBTL1. Lethal(3)malignant brain tumor-like protein 1 (Homo sapiens), Q9Y468. AID 485360, 2010. hit rate 0.66% among 230,000. AlphaScreen L3MBTL1–H3K9me1 peptide binding. Potency, µM (series often up to 57.1 µM), without a hit: at the top dose activity, negative = inhibition, actives largely listed as inhibitors; also: potency is read from the fitted curve at half-maximal effect; % is scaled to controls: 0 for no effect and ±100 for the full control effect; nearly all actives have a fitted effect of over 60% in size
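AlphaScreen assay: L3MBTL1 (50 nM final) was preincubated 30 min at room temperature with biotinylated H3(1-15)K9me1 peptide (75 nM final), then 30 min with library compounds; streptavidin donor and nickel chelate acceptor beads (10 ug/mL final) added, 30 min dark.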
HttQ103 aggreg: qHTS Multiplex Assay to Identify Dual Action Probes in a Cell Model of Huntington: Aggregate Formation (GFP). hit rate 1.1% among 220,000. Potency, µM (titrated, usually from 46.1 µM), inactives show top-dose activity change, negative = inhibition, actives largely listed as inhibitors. PC12 HttQ103-GFP aggregates, Acumen cytometry, 40 h. AID 1688, 2009; also: potency is read from the fitted curve at half-maximal effect; % is scaled to controls: 0 for no effect and ±100 for the full control effect; nearly all actives have a fitted effect of over 60% in size
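Ecdysone-promoter PC12 model expressing HTT exon 1 Q103 fused to GFP, induced by tebufenozide at 100 nM final. Compounds titrated; aggregates sized 1–25 µm scored on a 488 nm laser cytometer.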
CBFb-RUNX1 inh: qHTS Assay for Compounds Blocking the Interaction Between CBF-beta and RUNX1 for the Treatment of Acute Myeloid Leukemia. Runt-related transcription factor 1 (Homo sapiens) + Core-binding factor subunit beta …. AlphaScreen CBFb-His/RUNX1-biotin binding, biochemical. Potency, µM (titrated, usually from 59.8 µM), for the others: at the top dose activity, negative = inhibition, usual class: inhibitors. 230,000 tested, under 10 active; also: % of control where 0% means no effect
Target sequence (Q01196 whole entry, looked up): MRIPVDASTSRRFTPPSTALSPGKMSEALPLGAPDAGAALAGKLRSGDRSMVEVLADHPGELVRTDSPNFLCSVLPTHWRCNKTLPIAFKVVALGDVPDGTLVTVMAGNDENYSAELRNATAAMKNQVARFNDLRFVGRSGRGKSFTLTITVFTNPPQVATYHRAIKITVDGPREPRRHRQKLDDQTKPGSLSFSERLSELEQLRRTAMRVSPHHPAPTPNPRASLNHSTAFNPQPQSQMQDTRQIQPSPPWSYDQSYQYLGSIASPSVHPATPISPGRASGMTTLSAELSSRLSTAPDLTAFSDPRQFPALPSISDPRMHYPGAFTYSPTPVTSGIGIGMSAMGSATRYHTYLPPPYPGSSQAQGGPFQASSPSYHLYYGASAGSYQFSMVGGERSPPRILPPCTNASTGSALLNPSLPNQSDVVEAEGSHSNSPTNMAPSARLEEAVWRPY
Target sequence (Q13951 whole entry, looked up): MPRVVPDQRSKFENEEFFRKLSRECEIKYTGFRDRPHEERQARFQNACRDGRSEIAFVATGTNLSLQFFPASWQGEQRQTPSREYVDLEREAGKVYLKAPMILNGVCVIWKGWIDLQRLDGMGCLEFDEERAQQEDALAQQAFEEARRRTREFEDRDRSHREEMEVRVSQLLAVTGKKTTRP
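Inhibition was taken as any reduction in AlphaScreen signal from the CBF-beta–RUNX1 pair (His and biotin tags, 30 nM each), measured after compound (15 min) and bead (90 min) incubations at room temperature.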
IMPase Li cell: qHTS Assay for Identifying the Cell-Membrane Permeable IMPase Inhibitors: Potentiation with Lithium | CHO-M1 cells, IP1 TR-FRET (IP-One), carbachol + lithium | hit rate 0.35% among 210,000 | Potency, µM (top dose mostly 59.4 µM), for inactives: top-dose activity, negative = IMPase inhibition, hits mostly inhibitors;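 also: IP1 builds up when IMPase is blocked and the TR-FRET signal falls; potency is read from the fitted curve at half-maximal effect; plate controls were basal vehicle for no effect and high inhibitor control for full effect; nearly all actives have a fitted effect of over 50% in size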
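Steps: plate 2000 CHO-M1 cells per well and culture 16–30 h; add compound and lithium; incubate 30 min, 37C; add d2-IP1 tracer and Eu cryptate anti-IP1 antibody in lysis buffer; read after 10 min at room temperature.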
Epigenetic derep: Quantitative High-Throughput Screen for Regulators of Epigenetic Control; murine LDR cells, GFP reporter derepression, 30 h; Potency, µM (series often up to 53.9 µM), inactives show top-dose GFP activation, hits mostly activators; hit rate 0.2% among 280,000; AID 1865, 2009; also: potency is read from the fitted curve at half-maximal effect; % of control where 0% means no effect; nearly all actives have a fitted effect of over 60% in size
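Derepression of a silenced CMV-GFP reporter in murine LDR cells is scored by enumerating GFP-positive cells with a laser-scanning microplate cytometer after 30 hours of treatment at 37 C.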
Active calls of the source: *; ? = inconclusive; / = no result given; [ ] = remark or other dose. Calls follow the shape of the dose curve; as a rule, active = well fitted curve in the direction sought with a large enough effect; inconclusive = small, poorly fitted or top-dose-only effect, or another doubt; inactive = no such curve, though single readings can be large; an effect the other way counts as inactive or inconclusive. These rows are one share of the data; rates above refer to the full screens.

Results follow in this order: Luc counter, L3MBTL1 inh, HttQ103 aggreg, CBFb-RUNX1 inh, IMPase Li cell, Epigenetic derep
> CCOP(=O)(NC(C)C)Oc1ccc(SC)c(C)c1 (configuration not stated)
  /, /, /, 7.5%[21.7 µM], 34.2%, /
> Nc1cccc2ccccc12
  /, /, /, -9.2%[21.7 µM], -1.8%, /
> COC(=O)Nc1cccc(OC(=O)Nc2cccc(C)c2)c1
  /, /, /, 15.5%[21.7 µM], 5.7%, /
> CN(C)NC(=O)CCC(=O)O
  /, /, /, 3.9%[21.7 µM], 5.9%, /
> Nc1ccccc1-c1ccccc1
  /, /, /, 5.0%[21.7 µM], -4.1%, /
> c1cc2ccc3cccc4ccc(c1)c2c34
  /, /, /, 21.4%[21.7 µM], -5.8%, /
> c1ccc2cc3c(cc2c1)-c1cccc2cccc-3c12
  /, /, /, ?, -20.9%, /
> CCCCCCC(=O)CCCCCC/C=C/C[C@@H](O)[C@H](O)[C@@](N)(CO)C(=O)O
  /, /, 9.0%, 7.6%, /, /
> CCNC(=O)C1OC(n2cnc3c(N)ncnc32)C(O)C1O (configuration not stated)
  -0.4%, /, /, /, /, -5.5%
> CC(n1cc(C[C@H](N)C(=O)O)c2ccccc21)n1cc(C[C@H](N)C(=O)O)c2ccccc21
  /, /, /, /, -5.5%, 1.1%
> CN1CCc2nc(CO)c(CO)cc2C1
  /, /, /, 3.0%[13.1 µM], /, 0.0%[10.1 µM]
> CCc1cc2c(nc1CC)CCN(CC/C(C)=N/OC)C2
  /, /, /, 14.0%[13.1 µM], /, 1.1%[10.1 µM]
> Cc1ccsc1/C=C1\C(=O)NC(=S)N(C)C1=O
  /, -11.2%, /, /, /, /
> COc1ccc(CCNCc2sccc2C)cc1
  /, 6.4%, /, /, /, /
> CCOC(=O)C1(c2ccccc2)CCN(CCC(=O)Nc2ccc(C(=O)OC)cc2)CC1
  /, -0.1%, /, /, /, /
> C=CCN1C[C@@H](C)N(C(c2ccc(C(=O)N(CC)CC)cc2)c2cccc(OC)c2)C[C@@H]1C (some centres not stated)
  /, 8.2%, /, /, /, /
> CC1C2Cc3ccc(O)cc3[C@]1(C)CCN2CCc1ccccc1 (some centres not stated)
  /, 2.8%, /, /, /, /
> Cn1cc(C(=O)OCC(=O)Nc2ccccc2)c2ccccc21
  /, 3.0%, /, /, /, /
> Cc1ccc(/C=C2\C(=O)NC(=S)N(c3ccc(F)cc3)C2=O)o1
  /, 15.8µM*, /, /, /, /
> CC(C)CCOP(N)(=O)Oc1ccccc1Cl (configuration not stated)
  /, 8.4%, /, /, /, /
> O=C(O)C1=CC2c3ccccc3C1c1ccccc12
  /, 6.7%, /, /, /, /
> COC(=O)Cn1cc(/C=C2\C(=O)NC(=O)N(c3ccccc3)C2=O)c2ccccc21
  /, -5.4%, /, /, /, /
> COc1ccc(C(=O)NC(=S)N2C[C@H]3C[C@H](C2)c2cccc(=O)n2C3)cc1OC
  /, 0.2%, /, /, /, /
> Cc1ccc2cc(CNCCc3ccccc3C)c(=O)[nH]c2c1
  /, -1.2%, /, /, /, /
> CN1CCN(Cc2ccc3ccccc3c2)CC1
  /, -2.5%, /, /, /, /
> COc1cc2c(c(OC)c1OC)-c1ccc(O)cc1[C@@H](NC(C)=O)CC2
  /, 1.1%, /, /, /, /
> Cc1ccc(CC(=O)N2CCN(C)CC2)cc1
  /, -5.5%, /, /, /, /
> COC(=O)C1=C(c2ccc(F)cc2OCc2ccccc2)C[C@@H]2CC[C@H]1N2C(=O)NCc1ccc(OC)cc1
  /, -7.3%, /, /, /, /
> CCCCn1c(=O)c(C(=O)Nc2ncccc2C)c(O)c2ccccc21
  /, -0.1%[2.29 µM], /, /, /, /
> COC(=O)C1=C(c2ccc(F)cc2OCc2ccccc2)C[C@@H]2CC[C@H]1N2C(=O)NC(C)C
  /, -9.6%, /, /, /, /
> COC(=O)C1=C(c2c(C)noc2C)C[C@@H]2CC[C@H]1N2C(=O)NCCOc1ccccc1Cl
  /, 10.7%, /, /, /, /
> COC(=O)C1=C(c2cccc(C#N)c2)C[C@@H]2CC[C@H]1N2C(=O)NCc1ccco1
  /, 1.8%, /, /, /, /
> N#C[C@H](O[C@@H]1O[C@H](CO[C@@H]2O[C@H](CO)[C@@H](O)[C@H](O)[C@H]2O)[C@@H](O)[C@H](O)[C@H]1O)c1ccccc1
  /, -2.0%, /, /, /, /
> CCN1CCN(CC(c2ccccc2)c2ccccc2)CC1
  /, -5.8%, /, /, /, /
> C[C@]12CCC3C(CC[C@H]4C[C@@H](O)CC[C@]34C)C1C[C@@H](Br)[C@H]2O (some centres not stated)
  /, 5.7%, /, /, /, /
> COC(=O)C1=C(c2ccccc2OCc2ccccc2)C[C@@H]2CC[C@H]1N2C(=O)NCc1ccccc1
  /, -8.4%, /, /, /, /
> CC(Cc1ccccc1)NCCC(c1ccccc1)c1ccccc1 (configuration not stated)
  /, -5.4%, /, /, /, /
> COC(=O)C1=C(c2ccc(C(C)=O)cc2)C[C@@H]2CC[C@H]1N2C(=O)NCCCOC(C)C
  /, 1.5%, /, /, /, /
> CCOc1ccccc1CN1CCCC(C(=O)c2cc(F)ccc2F)C1 (configuration not stated)
  /, -3.3%, /, /, /, /
> COC(=O)C1=C(c2ccc(F)cc2OCc2ccccc2)C[C@@H]2CC[C@H]1N2C(=O)NCc1ccco1
  /, -14.7%, /, /, /, /
> CN(CCc1ccccc1)Cc1c[nH]c2ccccc12
  /, -3.3%, /, /, /, /
> CC(=O)C1CCC2C3CCC4CC(O)CCC4(C)C3CCC12C (configuration not stated)
  /, -4.5%, /, /, /, /
> COc1ccc(C(=O)NC(=S)N2C[C@H]3C[C@H](C2)c2cccc(=O)n2C3)cc1
  /, 5.7%, /, /, /, /
> COC(=O)C1=C(c2ccc(Cl)c(C(F)(F)F)c2)C[C@@H]2CC[C@H]1N2C(=O)NCc1cc(C)oc1C(F)(F)F
  /, 2.4%, /, /, /, /
> CCN(CC)C(=O)c1ccc(NC(=O)c2cccc(S(=O)(=O)N3CCN(Cc4ccccc4)CC3)c2)cc1
  /, -9.1%, /, /, /, /
> CCCNC(=O)N1[C@H]2CC[C@@H]1C(C(=O)OC)=C(c1ccc(F)cc1F)C2
  /, 1.7%, /, /, /, /
> COC(=O)C1=C(c2ccc(OC)c(OC)c2)C[C@@H]2CC[C@H]1N2C(=O)NCCc1ccccc1
  /, 4.9%, /, /, /, /
> COC(=O)C1=C(c2ccccc2OCc2ccccc2)C[C@@H]2CC[C@H]1N2C(=O)NCCOc1ccccc1Cl
  /, -6.7%, /, /, /, /
> COc1cc(CN2CCN(C(=O)Cc3ccccc3)CC2)cc(OC)c1OC
  /, 2.2%, /, /, /, /
> COC(=O)C1=C(c2cccc(Cl)c2)C[C@@H]2CC[C@H]1N2C(=O)NCC1CC1
  /, -6.2%, /, /, /, /

Profiles from above. Order of screens: Luc counter	L3MBTL1 inh	HttQ103 aggreg	CBFb-RUNX1 inh	IMPase Li cell	Epigenetic derep
COC(=O)C1=C(c2ccc(F)cc2OCc2ccccc2)C[C@@H]2CC[C@H]1N2C(=O)NCc1ccco1 across the screens: /	-14.7%	/	/	/	/
COC(=O)Nc1cccc(OC(=O)Nc2cccc(C)c2)c1 across the screens: /	/	/	15.5%[21.7 µM]	5.7%	/
c1cc2ccc3cccc4ccc(c1)c2c34 across the screens: /	/	/	21.4%[21.7 µM]	-5.8%	/

New compounds follow
Results follow in this order: Luc counter, L3MBTL1 inh, HttQ103 aggreg, CBFb-RUNX1 inh, IMPase Li cell, Epigenetic derep
> CCn1cc(C=C2C(=O)N(C)C(=O)N(C)C2=O)c2ccccc21
  /, -3.8%[2.29 µM], /, /, /, /
> COC1=CC2[C@@H]3Cc4ccc(OC)c(O)c4[C@]2(CCN3C)CC1=O (some centres not stated)
  /, 37.9%[activator], /, /, /, /
> O=C1NC(=S)N(c2ccc(F)cc2)C(=O)/C1=C/c1ccco1
  /, -93.6%, /, /, /, /
> Cc1cc(Cc2c(O)[nH]c(=S)[nH]c2=O)ccc1OC(C)C
  /, -0.8%, /, /, /, /
> O=C(Cc1ccccc1)Oc1ccc([N+](=O)[O-])cc1
  /, 4.9%, /, /, /, /
> CC(=O)O[C@H]1CC[C@@]2(C)C(=CC(=O)C3C2CC[C@@]2(C)C3C[C@H](OC(C)=O)[C@@H]2OC(C)=O)C1 (some centres not stated)
  /, 4.3%, /, /, /, /
> CC(C)=CCN1CC[C@@]2(C)c3cc(O)ccc3C[C@@H]1C2C (some centres not stated)
  /, -1.6%, /, /, /, /
> COC(=O)C1=C(c2ccc(OC)c(OC)c2)C[C@@H]2CC[C@H]1N2C(=O)NC1CC1
  /, 29.4%, /, /, /, /
> C[C@]12CCC3C(CC[C@H]4C[C@@H](O)CC[C@]34C)C1CC[C@@H]2N (some centres not stated)
  /, 0.9%, /, /, /, /
> Oc1ccc2c3c1OC1c4oc5ccccc5c4C[C@@]4(O)[C@@H](C2)N(CC2CC2)CC[C@]314 (some centres not stated)
  /, -5.3%, /, /, /, /
> COc1cc2c3cc1Oc1cc(ccc1O)C[C@@H]1c4c(cc(OC)c(O)c4Oc4cccc(c4)C[C@@H]3N(C)CC2)CC[N+]1(C)C
  /, -22.0%, /, /, /, /
> Cn1cc(C(=O)OCC(=O)N2CCCCC2)c2ccccc21
  /, 3.5%, /, /, /, /
> Cc1cc(O)c2c(c1)C(=O)C13C(=C2O)C(=O)[C@H]2[C@@H](O)[C@@H]1[C@H]1[C@H](O)[C@@H]3C(=O)C3=C(O)c4c(O)cc(C)cc4C(=O)C312 (some centres not stated)
  /, -14.2%, /, /, /, /

Among those listed so far, these have a furan ring, fused or not:
Results follow in this order: Luc counter, L3MBTL1 inh, HttQ103 aggreg, CBFb-RUNX1 inh, IMPase Li cell, Epigenetic derep
> Cc1ccc(/C=C2\C(=O)NC(=S)N(c3ccc(F)cc3)C2=O)o1
  /, 15.8µM*, /, /, /, /
> COC(=O)C1=C(c2cccc(C#N)c2)C[C@@H]2CC[C@H]1N2C(=O)NCc1ccco1
  /, 1.8%, /, /, /, /
> COC(=O)C1=C(c2ccc(F)cc2OCc2ccccc2)C[C@@H]2CC[C@H]1N2C(=O)NCc1ccco1
  /, -14.7%, /, /, /, /
> COC(=O)C1=C(c2ccc(Cl)c(C(F)(F)F)c2)C[C@@H]2CC[C@H]1N2C(=O)NCc1cc(C)oc1C(F)(F)F
  /, 2.4%, /, /, /, /
> O=C1NC(=S)N(c2ccc(F)cc2)C(=O)/C1=C/c1ccco1
  /, -93.6%, /, /, /, /
> Oc1ccc2c3c1OC1c4oc5ccccc5c4C[C@@]4(O)[C@@H](C2)N(CC2CC2)CC[C@]314 (some centres not stated)
  /, -5.3%, /, /, /, /
